RMI FANCM FP = inhibitors of human RMI core complex binding to FANCM MM2; Fluorescence polarization, RMI core complex with F-MM2 peptide; active compounds read low; FP signal (polarization) at 33 µM; hit rate 0.58% among 70,000; in the data active = FP signal below about 40; also: inactives centre near 61; strong numbers were not always called active; unit not given here
* = called active by the depositor; & = joins results of further samples. An excerpt. The share of hits here may be higher or lower than overall.

RMI FANCM FP,smiles
70,Cc1cc(C)cc(NC(=O)c2ccc(S(=O)(=O)N(C)CC3CCCO3)cc2)c1 (stereo not drawn)
59,COc1ccc(C(=O)Nc2cc(C(=O)N3CCC(C)CC3)cn(C)c2=O)c(OC)c1
66,COc1ccc(-c2nnc(NC(=O)c3ccno3)o2)cc1
103,CCOCC(=O)Nc1cc(-c2cn3nc(OC)ccc3n2)ccc1Cl
63,COc1ccc(NC(=O)CSc2nnc(-c3cccn(C)c3=O)n2C)cc1OC
113,CCOC(=O)c1c(NC(=O)CCSc2ccccc2)sc2c1CCN(CC)C2
70,Nc1c(C(=O)NCc2ccc3c(c2)OCO3)sc(=S)n1-c1ccc(Cl)cc1
52,Cc1nnsc1C(=O)N1CCC(C(F)(F)F)CC1
51,CN(NC(=O)c1ccc(Cl)s1)c1cnn(-c2cc(Cl)cc(Cl)c2)c(=O)c1Cl
118,O=C(Nc1ccc(I)cc1)c1cc(S(=O)(=O)N2CCOCC2)ccc1Cl
75,CC(C)N1CCC(CNS(=O)(=O)c2ccc3c(c2)CCCC3)CC1
44,N#CCc1ccc(-c2nnco2)cc1
76,O=S(=O)(c1ccc(-c2ccc(Cl)cc2)cc1)N1CCN(c2ccccc2F)CC1
60,Fc1ccc(-n2ncc3c(N4CCN(C(c5ccccc5)c5ccccc5)CC4)ncnc32)cc1
60,COC(=O)C1=C(Nc2ccccc2NC(=O)c2ccco2)CSC1
62,O=C(Nc1ccc(Br)cc1F)NC1CC(=O)N(c2ccc3c(c2)OCCO3)C1 (stereo not drawn)
70,Cc1sc(NC(=O)c2ccc(Cl)s2)c(C#N)c1C
57,O=C(CSc1nnc(NC(=O)c2ccccc2C(F)(F)F)s1)NC1CCCCC1
55,N#CCCN(Cc1ccco1)C(=O)Nc1ccc(Cl)cc1
67,CCCCc1ccc(Nc2nc(C)cc(-n3nc(C)cc3C)n2)cc1
71,CC1CCc2sc(NC(=O)c3ccc(Cl)cc3Cl)c(C#N)c2C1 (stereo not drawn)
58,O=C1OC(c2ccc([N+](=O)[O-])cc2)=N/C1=C/c1cccs1
55,Cn1cc(SCc2ccc(F)cc2)c2ccccc21
52,O=C(COc1ccccc1)Nc1nc2c(s1)-c1cccc3cccc-2c13
72,NCCc1csc2nc(-c3ccccc3F)nn12

Four structures already listed, sorted by count of non-hydrogen atoms, falling:
RMI FANCM FP,smiles
60,Fc1ccc(-n2ncc3c(N4CCN(C(c5ccccc5)c5ccccc5)CC4)ncnc32)cc1
113,CCOC(=O)c1c(NC(=O)CCSc2ccccc2)sc2c1CCN(CC)C2
51,CN(NC(=O)c1ccc(Cl)s1)c1cnn(-c2cc(Cl)cc(Cl)c2)c(=O)c1Cl
118,O=C(Nc1ccc(I)cc1)c1cc(S(=O)(=O)N2CCOCC2)ccc1Cl

Arranged by value in RMI FANCM FP (highest first): three from the list above
| smiles | RMI FANCM FP |
| --- | --- |
| COc1ccc(C(=O)Nc2cc(C(=O)N3CCC(C)CC3)cn(C)c2=O)c(OC)c1 | 59 |
| O=C1OC(c2ccc([N+](=O)[O-])cc2)=N/C1=C/c1cccs1 | 58 |
| N#CCCN(Cc1ccco1)C(=O)Nc1ccc(Cl)cc1 | 55 |

4 of the compounds above, as labelled records.
CCOC(=O)c1c(NC(=O)CCSc2ccccc2)sc2c1CCN(CC)C2
  RMI FANCM FP: 113

Nc1c(C(=O)NCc2ccc3c(c2)OCO3)sc(=S)n1-c1ccc(Cl)cc1
  RMI FANCM FP: 70

Cc1nnsc1C(=O)N1CCC(C(F)(F)F)CC1
  RMI FANCM FP: 52

CN(NC(=O)c1ccc(Cl)s1)c1cnn(-c2cc(Cl)cc(Cl)c2)c(=O)c1Cl
  RMI FANCM FP: 51

Additional compounds follow:
RMI FANCM FP,smiles
46,COc1ccc(C(C)=O)cc1CSc1nsc(SCc2cc(C(C)=O)ccc2OC)n1
55,Clc1ccc(C2CN3C(=N2)C=Cc2ccccc23)cc1 (stereo not drawn)
56,N#CCCn1cc(/C=C/C(=O)Oc2ccccc2)c(-c2cccc([N+](=O)[O-])c2)n1
63,COC(=O)Cn1c(=O)c2c(N3CCN(C(=O)c4ccco4)CC3)ccnc2n(C)c1=O
54,O=C(COc1ccc(F)cc1)NC1CCS(=O)(=O)C1 (stereo not drawn)
57,CCOc1ccc(NC(=O)c2oc3ccccc3c2NC(=O)c2cccc(Br)c2)cc1
61,CCOc1cc(-c2nnc(NC(=O)c3ccc(-c4ccccc4)cc3)o2)cc(OCC)c1OCC
69,COC(=O)c1ccccc1C(=O)N(Cc1cccnc1)c1nc2c(Cl)cccc2s1
55,COc1ccc(C)c2sc(N(Cc3ccccn3)C(=O)/C=C/c3cccc([N+](=O)[O-])c3)nc12
61,O=S(=O)(NCCOc1ccc2c(c1)OCO2)c1ccccc1C(F)(F)F
54&58&49,O=[N+]([O-])c1cccc2cn[nH]c12
68,COc1ccc(S(=O)(=O)Nc2ccc3c(c2)CN(C(=O)c2ccccc2)CC3)cc1F
103,COCCn1c(=N)c(S(=O)(=O)c2ccc(C)cc2)cc2c(=O)n3cc(C)ccc3nc21
61,O=C(c1csc(-c2ccc(Cl)cc2)c1)N1CCCCC1
68,O=C(CNC(=O)c1cccs1)N/N=C\c1ccc(C(F)(F)F)cc1
51,C[C@H]1CC2C([C@@H](O)C[C@@]3(C)C2CC[C@]3(O)C(=O)CO)[C@@]2(C)C=CC(=O)C=C12 (stereo partly drawn)
57,O=[N+]([O-])c1ccc2c(c1)ncn2-c1ccccc1
60,CCCOc1ccc(Cn2c3ccccc3c3nc4ccccc4nc32)cc1
80,CCn1c(C)c(C(C)=O)c2cc(OCC(O)CN3CCCCC3)ccc21 (stereo not drawn)
64,CCc1nnc(C2CCN(C(=O)Nc3ccc(F)cc3)CC2)s1
60,O=C1CC(NC(=O)N2CCCCC2CCO)CN1c1cccc(F)c1 (stereo not drawn)
63,Cc1n[nH]c(C)c1NC(=O)CCC(=O)O
55,Cc1ccc(-c2ccccc2N)o1
73,COc1ccc(Cn2ccnc2SCC(=O)Nc2ccccc2)cc1
73,Cc1ccc2nc(C)c(NC(=O)Cc3ccccc3)c(=O)n2c1

The list goes on.
RMI FANCM FP,smiles
69,Cc1ccc(Cn2cnc3c(cnn3CCNC(=O)c3ccc(C)cc3)c2=O)cc1
86,Cc1sc2ncnc(SCC(=O)Nc3ccc(S(N)(=O)=O)cc3)c2c1C
67,O=C(Nc1nnc(-c2cc(Cl)sc2Cl)o1)C1=COCCO1
70,CCOc1ccc(-c2cc(=O)n(CC(=O)NCCn3ncccc3=O)cn2)cc1
59,COc1ccc(C2CC(=O)N(Cc3ccc([N+](=O)[O-])cc3)c3ccccc3S2)cc1OC (stereo not drawn)
35,O=C(/C=C/c1cccs1)Nc1nc(-c2ccc(Cl)s2)cs1
55,CCOc1ccc(-c2ccc(=O)n(CCNC(=O)Cc3cccs3)n2)cc1
54,CSc1cc(-c2ccc(F)cc2)[nH]n1
68,CCOCC(=O)Nc1cc(C)nn1-c1nc(C)cc(=O)[nH]1
63,CS(=O)(=O)c1cccc(-c2nnc(NC(=O)c3cccc(NS(=O)(=O)c4ccc(Cl)cc4)c3)o2)c1
67,CN1CCCc2cc(C(CNC(=O)COc3ccccc3F)N3CCCCC3)ccc21 (stereo not drawn)
81,Cc1ccc(C)c(-n2c(CNC(=O)c3ccco3)nnc2SCC(=O)Nc2nc3ccccc3s2)c1
69,Cc1nc2scc(-c3cccc(NS(C)(=O)=O)c3)n2c(=O)c1C
91,COc1cccc(-c2noc(-c3cn[nH]c3-c3ccccc3)n2)c1OC
50,O=[N+]([O-])c1ccccc1S(=O)(=O)NCC(c1cccs1)N1CCOCC1 (stereo not drawn)
57,Cc1c(C(=O)O)nnn1-c1ccccc1
54,Cc1ccc(NC(=O)C(=O)NCCCN2CCOCC2)cc1F
57,CC(=O)c1ccc(NC(=O)c2ocnc2C)cc1
68,CCOc1ccc(-c2noc(CS(=O)(=O)c3ccc(F)cc3)n2)cc1
63,COc1ccccc1CCNC(=O)Cc1cc(=O)[nH]c(SCc2ccc(F)cc2)n1
56,CCc1ccccc1NS(=O)(=O)c1c[nH]c(=O)[nH]c1=O
65,CS(=O)(=O)N1CCCC(C(=O)Nc2nccs2)C1 (stereo not drawn)
55&73,Cc1cc(C2CCCCC2)n(O)c(=O)c1
64,CC(C)NC(=O)CCc1csc(NC(=O)Nc2cccc(Cl)c2)n1
68,C/C=C/C(=O)Nc1cc(C)nn1-c1nc(CC)cc(=O)[nH]1

Next part.
RMI FANCM FP,smiles
58,COc1cc2nc(NC(=O)c3ccc(C(F)(F)F)nc3C)sc(=O)c2cc1OC
62,COCCN1CCCc2ccc(NC(=O)c3ccc(Br)cc3)cc21
90,O=C(COc1ccccc1F)Nc1sccc1-c1nc2ccccc2s1
53,Cc1cc(C)c(NC(=O)CSc2nncn2-n2cccc2)c(C)c1
53,Cc1ccc(-n2c(=O)[nH]c3c(C(N)=O)nc(-c4ccc(Cl)cc4Cl)nc32)cc1C
59,COc1cc(/C=C2\SC(=O)N(CC(=O)Nc3nccs3)C2=O)cc(OC)c1OC
63,CC12CCC(C(=O)Nc3ccccc3N3CCOCC3)(CC1=O)C2(C)C (stereo not drawn)
58,CSc1nc(=O)cc(N)n1-c1cccc(C(F)(F)F)c1
62,COc1ccc(Cl)cc1S(=O)(=O)N1CCN(S(=O)(=O)c2cc(Cl)ccc2OC)CC1
69,COc1cccc(-c2nnc(NC(=O)Cc3cc(C)ccc3C)o2)c1
57,O=[N+]([O-])CC(Nc1ccccc1)c1ccccc1 (stereo not drawn)
61,O=C(CCc1csc(NC(=O)Nc2ccccc2)n1)NCc1cccs1
73,O=C(NCc1ccco1)c1cccc(NS(=O)(=O)c2cccc(F)c2)c1
55,Cc1cc(C)c(S(=O)(=O)N2CCCCC2)c(C)c1[N+](=O)[O-]
45,C=CCn1c(SCCCN2C(=O)c3ccccc3C2=O)nnc1-c1nnc(SCCCN2C(=O)c3ccccc3C2=O)n1CC=C
41,COCCN1CSC(=S)N(Cc2ccco2)C1
62,CCOc1ccccc1NC(=O)Cc1cc(=O)[nH]c(SCc2cccc(OC)c2)n1
108,COc1ccc(CNC(=O)CSc2nccn3nc(-c4ccc(Cl)cc4)cc23)cc1OC
65,CCn1ccc(C(=O)Nc2sccc2C#N)n1
64,COC(=O)c1ccc(NC(=O)c2cc(=O)c(OC)co2)cc1
64,C=CCOCC(O)CN1CCN(C(=O)OCC)CC1 (stereo not drawn)
66,Cc1cc(NC(=O)c2c(F)cccc2F)n(-c2nc3c(cnn3-c3cccc(C)c3C)c(=O)[nH]2)n1
66,O=C(NCCn1nc(-c2ccncc2)ccc1=O)Nc1ccc(F)cc1
64,COc1ccc(CC(=O)NCC(c2ccsc2)N2CCCC2)cc1 (stereo not drawn)
53,CCNC(=O)C1Cc2ccccc2N1C(=O)NCc1cccs1 (stereo not drawn)

More compounds
RMI FANCM FP,smiles
59,COC(=O)C1=C(Nc2ccccc2NS(=O)(=O)c2cn(C)cn2)CSC1
71,COc1cccc(NC(=O)CCSc2nnc3ccc4ccccc4n23)c1
64,O=C(COc1cccc2c1CCN(Cc1ccc(Br)cc1)C2=O)Nc1cc(C(F)(F)F)ccc1Cl
73,COc1ccc(NC(=O)c2cc(=O)c3ccccc3o2)c2ccccc12
102,CCOC(=O)c1ccc(NC(=O)CSc2nc(-c3ccc(C)cc3)ns2)cc1
54,CN(C)CCn1c2c(c(SCC(=O)Nc3cccc(C(F)(F)F)c3)nc1=O)CCC2
55,CC1(C)Cc2cccc(OCC(=O)Nc3ccccc3F)c2O1
63,O=C(NCCCn1ncccc1=O)c1cccc2ccccc12
55,CC(C)(C)OC(=O)NCCNC(=S)NCc1ccccc1
54,CCOc1ccc(-n2nnc3c(N4CCN(S(=O)(=O)c5cc(OC)ccc5OC)CC4)ncnc32)cc1
73,COc1ccc(S(=O)(=O)N2CCN(c3ccc(-c4ccccc4C)nn3)CC2)cc1C
54,CCOC(=O)c1ccc(NC(=O)CSc2nncn2C)cc1
60,O=C(O)c1cccc(NCN2C(=O)c3ccccc3C2=O)c1
64,CCOC(=O)N1CCN(C(=O)Cc2cn(Cc3ccccc3)c3ccccc23)CC1
63,CC(=O)O[C@@H]1CC2C(C)(C)C(=O)CC[C@]2(C)C2CC[C@]3(C)C(=CC(=O)O[C@H]3c3ccoc3)[C@@]21C (stereo partly drawn)
58,COc1ccc2nc(Nc3nc4ccc(S(C)(=O)=O)cc4s3)sc2c1
53,O=S(=O)(Oc1cc(Cl)cc(Cl)c1)c1ccc(-c2ccccn2)s1
69,CC(Oc1ccccc1F)C(=O)N1CCN(c2ccc(-c3ccco3)nn2)CC1 (stereo not drawn)
92,Cc1ccc(CNC(=O)c2ccc(Cn3c(=S)[nH]c4cc5c(cc4c3=O)OCO5)cc2)o1
53&71,O=C1NCN(c2ccccc2)C12CCN(CCCC(c1ccc(F)cc1)c1ccc(F)cc1)CC2
61,O=C(/C=C/c1ccc2c(c1)OCO2)Nc1ccc2c(c1)OCO2
64,Cc1ccc(NS(=O)(=O)N2CCCCC2)c(C)c1
69,Cc1ccc(CNC(=O)CSc2ccc(NC(=O)C3CC3)nn2)cc1
59,Clc1ccc(OCc2cn3cccnc3n2)c2ncccc12
63,CC(C)c1ccc(CC(=O)Nc2nnc(CSc3ccccc3)o2)cc1

The list goes on.
RMI FANCM FP,smiles
53,O=c1c2c([nH]n1-c1ccccc1)CCSC2
68,O=C(Nc1ccc(F)cc1)N1CCN(c2ccc(-c3ccco3)nn2)CC1
55,COc1cc(OC)c(OC)cc1/C=N\NC(=O)Cn1cnc2ccccc21
49,COc1cc(/C=C(\C#N)c2nc(-c3cc4ccccc4oc3=O)cs2)cc([N+](=O)[O-])c1O
67,COc1cccc2cc(-c3cc(=O)oc4cc(OCC(=O)OC(C)(C)C)ccc34)c(=O)oc12
83,CCCCCCn1c(O)c(C=Nc2cccc(C(=O)OCC)c2)sc1=S
56,O=C(Sc1n[nH]c(C(F)(F)F)n1)c1ccc(C#Cc2ccccc2)o1
106,CN(C)CCCN(C(=O)c1ccc(S(=O)(=O)N2CCCC2)cc1)c1nc2ccc(Br)cc2s1
72,O=C(NCCOc1ccc2nnc(-c3ccccc3)n2n1)Nc1cc(Cl)ccc1Cl

Screening data (PubChem)
